Screening data: PubChem, Sanford-Burnham Center for Chemical Genomics
Jurkat NFkB inh – inhibitors of induced NF-kB luciferase reporter, primary screen, TCR NF-kB activation inhibitor project, cell-based, luminescence, uHTS; AID 435003, 2010; inhibition, % at 4 µM; Jurkat, PMA/ionomycin-induced NF-kB luciferase reporter; 330,000 tested, 0.53% active; in the data active = inhibition above about 50%
CXCR6 block – CXCR6 receptor inhibitors, primary screen, cell-based, beta-arrestin, luminescence, CHO-K1 PathHunter, 1536-well. inhibition, % at 20 µM. C-X-C chemokine receptor type 6 (Homo sapiens), O00574. 360,000 tested, 0.36% active; in the data active = inhibition above about 34%, passing the limit was not always enough;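 also: antagonist mode with CXCL16 agonist at 10 nM final; 0% = 10 nM CXCL16 with DMSO and 100% = unstimulated wells without agonist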
Target sequence (O00574 whole entry, looked up): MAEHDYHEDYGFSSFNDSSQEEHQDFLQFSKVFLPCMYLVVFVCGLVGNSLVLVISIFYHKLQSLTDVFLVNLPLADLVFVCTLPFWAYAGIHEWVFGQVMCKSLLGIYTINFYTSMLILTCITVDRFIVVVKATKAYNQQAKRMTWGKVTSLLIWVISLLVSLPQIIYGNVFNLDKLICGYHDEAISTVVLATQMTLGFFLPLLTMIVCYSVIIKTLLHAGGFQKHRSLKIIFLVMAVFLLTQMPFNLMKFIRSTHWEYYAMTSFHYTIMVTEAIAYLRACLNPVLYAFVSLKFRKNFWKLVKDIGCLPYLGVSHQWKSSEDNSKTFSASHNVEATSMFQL
CCR6 antagonist – CCR6 receptor antagonists, primary screen, cell-based, CHO-K1, luminescence, beta-arrestin, uHTS. C-C chemokine receptor type 6 (Homo sapiens), P51684. CHO-K1 CCR6 PathHunter beta-arrestin, CCL20-stimulated. inhibition, % at 20 µM. 340,000 tested, 0.49% active. AID 493098, 2011;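 active = compounds whose inhibition of the agonist-driven luminescence signal at 20 µM reaches about 50%, limit read from the data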;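 also: cells stimulated with CCL20 at 14 nM final; plate controls were DMSO with CCL20 for no effect and DMSO without agonist for full effect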
EBI2 antag – EBI2 receptor antagonists, beta-arrestin recruitment, primary screen, cell-based, luminescence, 7a,25-OHC stimulation, uHTS; 7a,25-OHC stimulated; inhibition, % at 5 µM; G-protein coupled receptor 183 (Homo sapiens), P32249; 360,000 tested, 0.81% active; AID 651636, 2012; in the data active = inhibition above about 38%;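 also: enzyme fragment complementation signal reports receptor beta-arrestin coupling in cells; 0% = agonist plus DMSO wells and 100% = wells without agonist; some results beyond the cut were filed as inactive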
Target sequence (P32249 whole entry, looked up, the tested form may be a part): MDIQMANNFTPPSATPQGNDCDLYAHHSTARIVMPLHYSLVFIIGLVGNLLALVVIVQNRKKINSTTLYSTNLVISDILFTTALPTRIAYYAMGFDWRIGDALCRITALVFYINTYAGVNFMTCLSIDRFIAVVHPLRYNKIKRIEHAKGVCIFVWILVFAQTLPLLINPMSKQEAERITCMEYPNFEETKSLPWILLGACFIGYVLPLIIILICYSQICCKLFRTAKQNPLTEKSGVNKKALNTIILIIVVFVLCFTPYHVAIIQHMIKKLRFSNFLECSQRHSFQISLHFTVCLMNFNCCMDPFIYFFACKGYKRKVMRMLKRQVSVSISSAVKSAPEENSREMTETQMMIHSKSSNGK
697 NFkB inh – inhibitors of PMA/ionomycin-induced NF-kB reporter, 697 cells, primary screen, B-cell NF-kB inhibitor project, cell-based, luminescence, uHTS. inhibition, % at 4 µM. 330,000 tested, 0.33% active. AID 435022, 2010. 697 B-cell NF-kB luciferase reporter, 16 h; in the data active = inhibition above about 35%
Gli-Sufu antag – Gli-Sufu pathway antagonists, primary screen, luciferase luminescence, Sufu-KO-LIGHT cells, uHTS | Sufu-KO-LIGHT fibroblasts, Gli luciferase reporter luminescence | 340,000 tested, 0.74% active | inhibition, % at 5 µM;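 active = inhibition above about 55%, limit read from the data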;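 also: 0% = DMSO-treated cells and 100% = wells with medium but no cells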
CHOP UPR activ – activators of apoptotic CHOP UPR arm, primary screen, cell-based, CHO-CHOP luciferase reporter, luminescence, uHTS; 330,000 tested, 0.34% active; AID 449763, 2010; UPR activation; percent of tunicamycin response over DMSO baseline; activation, % at 10 µM;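 active = at 10 µM dose, activation of 40% or more, normalized to positive control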;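 also: 100% = tunicamycin at 10 µg/mL and 0% = DMSO alone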
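System: CHO-CHOP luciferase reporter cell line | Buffer or medium: F12 medium containing 10% fetal bovine serum | Doses: One dose, 10 µM in 0.5% DMSO | Times: 6 h compound exposure at 37 °C after overnight seeding | Signal: Luciferase luminescence | Read-out: % activation vs tunicamycin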
XBP1 UPR activ – activators of adaptive XBP1 UPR arm, primary screen, cell-based, CHO-XBP1 luciferase reporter, luminescence, uHTS; IRE1-XBP1 UPR activation; percent of tunicamycin response, DMSO as zero; AID 463104, 2010; 330,000 tested, 0.33% active; activation, % at 20 µM;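 active = versus positive control, 20 µM dose yields 30% or more activation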;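 also: 100% = tunicamycin at 10 µg/mL and 0% = DMSO only wells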
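Material: IRE1-XBP1 luciferase reporter CHO line / Quantity: one thousand reporter cells per well / Buffer or medium: F12 with 10% serum / Compound: 20 µM single concentration, DMSO 1% / Times: 6 h treatment, 37 °C / Detection: Steady-Glo luciferase glow luminescence, 10 min after reagent addition / Benchmarks: tunicamycin high, DMSO low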
Mdm2-MdmX inh – inhibitors of human Mdm2-MdmX association, primary screen, cell-based, luminescence, split luciferase, SaOS-2, uHTS; inhibition, % at 8 µM; AID 485346, 2010; Protein Mdm4 (Homo sapiens) + E3 ubiquitin-protein ligase Mdm2 (Homo sapiens), …; SaOS-2 split-luciferase Mdm2/MdmX complementation; 330,000 tested, 3% active;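 active = inhibition of at least 50% at 8 µM in the primary screen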
* marks the source's active call; other numbers are inactive results; / = no result given. An unsorted share of the library; about 5% have a hit in one of these screens.

SMILES	Jurkat NFkB inh	CXCR6 block	CCR6 antagonist	EBI2 antag	697 NFkB inh	Gli-Sufu antag	CHOP UPR activ	XBP1 UPR activ	Mdm2-MdmX inh
O=c1cc(-c2ccccc2Cl)oc2c(NS(=O)(=O)c3cc(Cl)cc(Cl)c3O)ccc(O)c12	-9.9	0.7	17.8	-7.1	-13.3	16.4	-1.3	-2.5	97.6*
Cc1cccc(OCC(=O)O/N=C(\N)c2ccncc2)c1	-13.7	-7.5	3.2	7.6	-4.6	-20.3	-0.1	0.8	6.6
Cc1ccc2nc(-c3ccc(NC(=O)COC(=O)c4ccc([N+](=O)[O-])o4)cc3)sc2c1	-117.6	-9.7	5.5	0.3	-74.1	-49.3	-1.8	-2.6	25.3
COC(=O)CC1C(=O)NCCN1C(=O)CSc1nnnn1-c1ccc(OC)cc1 (stereo unspecified)	0.3	2.0	16.9	-13.1	23.2	-4.0	0.3	-1.9	15.2
O=C(CSc1ncc(C(F)(F)F)cc1Cl)N1CCN(S(=O)(=O)c2ccc3ccccc3c2)CC1	11.8	1.8	8.7	32.1	-15.2	1.9	-0.5	-2.5	27.4
O=C(Nc1ccccc1F)c1ccccc1C(=O)Nc1ccccc1F	13.3	-2.7	-5.9	-1.5	1.7	0.6	-0.4	-2.5	9.7
Cc1cc(C)cc(C(=O)NCC(=O)OCC(=O)NC2CCCc3ccccc32)c1 (stereo unspecified)	3.2	4.1	5.0	9.0	17.4	2.1	-2.1	-3.5	16.5
Cc1occc1-c1nc(-c2ccccn2)no1	-64.5	-1.5	0.0	7.5	-113.2	-62.2	-2.6	-3.8	-70.2
Cc1ccc(CNC(=O)c2cc(-c3ccccc3)n(Cc3cc(C)no3)n2)cc1	-5.1	14.9	13.1	25.6	24.3	4.0	-1.2	-4.3	16.1
CCCNC(=O)NC(=O)COC(=O)c1oc2ccc(OCC)cc2c1C	-8.2	-7.8	26.6	5.2	-22.2	-5.6	0.6	0.3	-12.9
COc1ccc(C2c3ccc(O)cc3Oc3ncn(Cc4ccco4)c(=N)c32)cc1OC (stereo unspecified)	11.5	-0.2	13.9	-0.6	6.6	8.5	0.9	-0.5	16.3
O=C(C1=C(c2ccccc2)C(=O)c2ccccc2C1=O)c1ccccc1	/	22.6	20.3	17.6	/	14.7	/	/	/
COc1cccc(OC)c1C(=O)Nc1ccc(S(=O)(=O)N2CCCCC2)cc1	-0.2	2.0	11.1	-3.3	-21.1	1.1	0.1	1.9	11.5
Clc1ccc(-c2n[nH]c3c2Cc2ccccc2-3)cc1Cl	-15.1	/	/	/	-18.8	/	0.9	-2.8	-15.9
CCn1c(O)c(C=NC2CCCC2)sc1=S	-6.9	-7.8	-2.2	-10.2	-15.7	-13.2	-0.2	2.5	-14.6
CN1CCN(C(=O)c2ccc(CN(c3ccccc3)S(=O)(=O)c3ccccc3)cc2)CC1	-14.8	7.2	7.0	2.4	-3.0	1.1	0.9	-3.3	-3.2
Cc1cccc(Oc2nc(-c3ccncc3)nc3ccccc23)c1	14.2	0.7	3.4	17.7	-1.2	-2.3	3.0	3.3	29.8
COc1ccc(NC(=S)NCc2ccc(S(N)(=O)=O)cc2)cc1OC	5.3	-1.1	-20.5	-9.6	11.8	0.9	-0.1	1.1	-4.9
CC[C@]12c3[nH]c4ccccc4c3CCN1C(=O)C(CC(=O)NCCN1CCOCC1)C[C@@H]2C(=O)N1CCN(C(=O)C2CC2)CC1 (stereo partly specified)	2.5	7.1	6.9	-3.2	5.5	0.6	0.7	-1.9	16.0
CSCCC(NC(=O)c1ccc(Cl)cc1Cl)C(=O)OC1CCCCC1=O (stereo unspecified)	13.3	-0.8	-4.0	9.7	18.5	-3.0	0.0	-1.7	15.8
Cc1cc(C)c(S(=O)(=O)c2ccccc2)c(=O)[nH]1	6.8	2.5	0.6	5.9	3.1	0.1	0.4	-2.1	6.4
CCCCn1c(N)c(N(CC)C(=O)CCNC(=O)c2ccc(Cl)cc2)c(=O)[nH]c1=O	4.1	-0.3	1.1	-0.7	6.1	7.9	0.3	-0.5	13.9
Cc1ccc(CSc2nc3ccsc3c(=O)n2Cc2ccccn2)cc1	-5.5	7.8	25.2	-28.3	1.3	-9.3	2.6	-1.1	8.1
COc1ccc(CC(=O)O/N=C(\N)c2ccc(Br)cc2)cc1OC	10.7	-12.0	-12.2	-5.0	-16.2	-1.3	1.8	0.4	23.3
CCN(CC)CCCN=Cc1c(O)n(-c2ccccc2C)c(=O)c2ccccc12	-24.4	-2.1	8.0	1.4	-10.5	4.1	-0.9	-3.3	7.8
COc1ccc(C(=O)Cc2nnc(C)s2)c(OC)c1	-12.1	1.4	7.3	4.7	-9.4	-11.6	3.8	-1.1	-15.6
CC(=O)OCC1(O)CC23CCC4c5ccoc5CCC4(C)C2CCC1C3 (stereo unspecified)	/	0.0	-1.5	8.0	/	7.2	/	/	/
CCCCc1ccc(NC(=O)CSc2nc(=O)n(CCN(CC)CC)c3c2CCCC3)cc1	14.0	8.1	13.3	51.1*	-13.4	19.1	1.6	1.2	87.5*
COc1ccc(/C=C2\Oc3cc(OCC(=O)N4CC(O)C[C@H]4C(=O)O)ccc3C2=O)cc1OC (stereo partly specified)	-7.2	0.6	-0.3	1.0	-0.4	1.8	0.0	-3.2	-4.6
O=C(Cc1ncc(C(F)(F)F)cc1Cl)NCc1ccco1	-4.7	0.5	-8.1	4.2	7.0	-2.1	2.3	-2.4	18.8
CCOc1ccc(N2C(=O)NC(Cc3c[nH]c4ccccc34)C2=O)cc1 (stereo unspecified)	-7.6	-2.0	5.8	6.7	-29.2	3.3	2.9	-4.8	-18.7
COc1cc2c(cc1OC)C(C)N(C(=S)NC(=O)c1ccccc1)CC2 (stereo unspecified)	1.7	6.6	8.3	-8.7	-12.6	9.1	4.0	-5.8	17.5
CCN(CC(=O)Nc1ccc(NC(C)=O)cc1)C(=O)Cc1coc2cc(C)c(C)cc12	5.3	4.4	7.6	-0.9	15.3	21.9	2.6	0.8	16.8
CCOc1ccc(NC(=O)CCNC(=O)c2ccco2)cc1	-21.7	5.8	6.0	-4.8	3.3	0.3	3.6	-1.7	-20.1
COc1ccc(N/C(=N\c2nc(C)cc(C)n2)NC(C)=O)cc1OC	-6.1	5.2	3.5	36.3	9.4	5.4	0.0	0.9	23.6
Cc1ccc(C)c(N=Nc2nc3ccccc3n2C)c1	-138.9	27.7*	31.6	41.5	-186.1	-40.0	-1.9	-3.4	-57.2
Cn1ncc(N=Cc2ccccc2)c1C(=O)Nc1cccc(Cl)c1	8.4	-9.7	-3.8	6.8	8.7	-8.2	-0.2	-0.3	18.7
COc1ccc(C)cc1NCc1cc(=O)oc2cc(-c3ccccc3)c(O)cc12	-7.2	-7.9	23.2	24.3	-17.4	-1.3	0.8	52.8*	15.7
O=C1COc2ccc(S(=O)(=O)NCCc3ccc(Cl)cc3)cc2N1	-9.7	-7.3	6.0	-8.0	5.8	-2.7	-0.2	-1.8	10.4
COc1cc(OC)c(C2CC(=O)N3CN(c4ccc(C)cc4)CSC3=C2C#N)cc1OC (stereo unspecified)	-5.5	4.7	5.8	-8.0	-0.9	-7.1	1.1	1.3	-22.2

Some of the entries so far, with values under each structure:
Screens in order: Jurkat NFkB inh, CXCR6 block, CCR6 antagonist, EBI2 antag, 697 NFkB inh, Gli-Sufu antag, CHOP UPR activ, XBP1 UPR activ, Mdm2-MdmX inh
CCOc1ccc(NC(=O)CCNC(=O)c2ccco2)cc1
 : -21.7, 5.8, 6.0, -4.8, 3.3, 0.3, 3.6, -1.7, -20.1
COc1ccc(N/C(=N\c2nc(C)cc(C)n2)NC(C)=O)cc1OC
 : -6.1, 5.2, 3.5, 36.3, 9.4, 5.4, 0.0, 0.9, 23.6
Cc1ccc(C)c(N=Nc2nc3ccccc3n2C)c1
 : -138.9, 27.7*, 31.6, 41.5, -186.1, -40.0, -1.9, -3.4, -57.2
Cn1ncc(N=Cc2ccccc2)c1C(=O)Nc1cccc(Cl)c1
 : 8.4, -9.7, -3.8, 6.8, 8.7, -8.2, -0.2, -0.3, 18.7
COc1ccc(C)cc1NCc1cc(=O)oc2cc(-c3ccccc3)c(O)cc12
 : -7.2, -7.9, 23.2, 24.3, -17.4, -1.3, 0.8, 52.8*, 15.7
O=C1COc2ccc(S(=O)(=O)NCCc3ccc(Cl)cc3)cc2N1
 : -9.7, -7.3, 6.0, -8.0, 5.8, -2.7, -0.2, -1.8, 10.4
COc1cc(OC)c(C2CC(=O)N3CN(c4ccc(C)cc4)CSC3=C2C#N)cc1OC (stereo unspecified)
 : -5.5, 4.7, 5.8, -8.0, -0.9, -7.1, 1.1, 1.3, -22.2

Further records
SMILES	Jurkat NFkB inh	CXCR6 block	CCR6 antagonist	EBI2 antag	697 NFkB inh	Gli-Sufu antag	CHOP UPR activ	XBP1 UPR activ	Mdm2-MdmX inh
Fc1ccc(/C=N/NC(=S)Nc2ccc(Cl)cc2Cl)cc1	49.0	6.8	10.5	-1.9	-44.4	-1.1	1.4	4.6	85.0*
C=CCn1c(=O)c(C#N)cc2c(=O)n3ccccc3nc21	-12.0	-3.2	-7.8	-7.9	-10.4	-3.0	-3.3	-0.8	17.2
O=C(CSc1ccccc1Cl)N1CCC(c2nc3ccccc3s2)CC1	-20.5	-24.0	-7.7	13.0	-9.4	-2.1	-0.2	0.9	6.1
Cn1c(C(=O)NCC2CCCO2)cc2c(=O)n(C)c3ccccc3c21 (stereo unspecified)	-3.6	-11.3	3.0	-5.5	21.4	17.4	-0.1	0.8	0.0
CCC1(c2ccc(F)cc2)NC(=O)N(CC(=O)Nc2cccc(S(=O)(=O)N3CCCCC3)c2)C1=O (stereo unspecified)	0.9	1.1	-4.6	-6.3	-0.5	-24.5	2.4	-2.8	9.2
NC(CO)C(=O)NNCc1ccc(O)c(O)c1O (stereo unspecified)	-3.0	-4.7	-9.5	-3.8	-17.7	-8.2	-3.2	-9.8	13.0
COc1ccc([N+](=O)[O-])cc1NC(=O)Cn1ccsc1=N	-8.4	-4.3	21.1	-21.7	-18.0	-9.1	-0.8	-0.7	-3.7
CCOc1cc(CNS(=O)(=O)c2ccc3c(c2)CC(=O)N3C)cc(OCC)c1OCC	-8.1	-9.1	-4.3	-2.0	-3.4	-7.7	1.1	5.9	9.0
